# DT40 TDP1 CPT = growth inhibition of DT40 Tdp1-/-;hTDP1 cells with camptothecin (screen for TDP1 inhibitors). chicken DT40 Tdp1-/-;hTDP1 cells + 20 nM CPT, ATP luminescence, 48 h. Potency, µM (doses to about 46.2 µM), for the others: top-dose activity change, negative = growth inhibition, actives largely listed as inhibitors. hit rate 12% among 420,000; note: nearly all actives have a fitted effect of over 55% in size
#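 Chicken DT40 Tdp1-/- cells stably complemented with human TDP1 were seeded at 400 cells/well in medium containing 20 nM camptothecin, exposed to pin-transferred compounds, and grown at 37 °C for at least 48 hr. Viability was read as ATP luminescence.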
# TDP1 cell noCPT = qHTS for Inhibitors of human tyrosyl-DNA phosphodiesterase 1 (TDP1): qHTS in cells in absence of CPT | DT40 Tdp1-/- hTDP1 cells, no CPT, ATP luminescence, 48 h | Potency, µM (top dose mostly 46.2 µM), without a hit: at the highest dose activity change, negative = growth inhibition, hits mostly inhibitors | hit rate 15% among 420,000; note: nearly all actives have a fitted effect of over 55% in size
#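 Cells were dispensed at 400 per well, compounds added by pin tool, plates incubated ≥48 hr at 37 °C, then CellTiter-Glo added for 30 min at room temperature before luminescence reading. Line: DT40 Tdp1-/- complemented with hTDP1; camptothecin omitted.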
# TDP1 block = inhibitors of human tyrosyl-DNA phosphodiesterase TDP1 | Q9NUW8 | recombinant TDP1, AlphaScreen DNA substrate cleavage | Potency, µM (top dose mostly 130 µM), for inactives: at the top dose activity change, negative = inhibition, most hits filed as inhibitors | hit rate 0.28% among 350,000; note: nearly all actives have a fitted effect of over 40% in size
# Target sequence (Q9NUW8 whole entry, looked up): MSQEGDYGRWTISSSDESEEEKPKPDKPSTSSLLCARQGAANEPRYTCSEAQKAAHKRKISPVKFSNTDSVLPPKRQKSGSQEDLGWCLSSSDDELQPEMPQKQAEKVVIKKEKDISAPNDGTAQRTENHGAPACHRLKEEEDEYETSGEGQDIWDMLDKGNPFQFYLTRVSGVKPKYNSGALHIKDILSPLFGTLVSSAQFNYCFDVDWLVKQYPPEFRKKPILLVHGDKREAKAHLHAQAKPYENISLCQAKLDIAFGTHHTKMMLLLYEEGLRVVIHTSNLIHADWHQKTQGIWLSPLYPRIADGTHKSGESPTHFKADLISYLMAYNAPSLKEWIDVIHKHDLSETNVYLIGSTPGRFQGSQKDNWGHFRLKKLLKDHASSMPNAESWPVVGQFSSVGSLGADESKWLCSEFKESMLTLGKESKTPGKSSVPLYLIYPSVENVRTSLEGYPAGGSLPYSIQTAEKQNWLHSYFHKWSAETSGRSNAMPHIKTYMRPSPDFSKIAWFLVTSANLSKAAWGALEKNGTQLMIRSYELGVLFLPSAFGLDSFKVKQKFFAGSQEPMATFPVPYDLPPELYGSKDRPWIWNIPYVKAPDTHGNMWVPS
#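 Recombinant human Tdp1 (E. coli-expressed, 1 nM final) preincubated with compounds 15 min at room temperature, then 5'-biotin/3'-phosphotyrosine-FITC DNA substrate (15 nM final) added for 5 min. AlphaScreen beads (10 ug/ml final) added 10 min; cleavage lowers signal.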
# An asterisk follows results filed as active; ? = inconclusive; / = not tested or not shown; [ ] = remark or other dose. Calls come from the whole dose curve; as a rule, active = well fitted curve in the direction sought with a large enough effect; inconclusive = small, poorly fitted or top-dose-only effect, or another doubt; inactive = no such curve, though single readings can be large; an effect the other way counts as inactive or inconclusive. % is set by controls: 0 for no effect and ±100 for the full control effect; potency is the fitted concentration of half-maximal effect.
SMILES,DT40 TDP1 CPT,TDP1 cell noCPT,TDP1 block
COc1cc(C(=O)NCCN2CCOCC2)cc(OC)c1OC,-5%,-13%,2%
CC1CCCC(NC(=O)CN2CCN(S(=O)(=O)c3cccs3)CC2)C1C (stereo not given),-20%,7%,0%[56.1 µM]
CC(=O)c1c(C)[nH]c(C(=O)Nc2nc(-c3ccc(Cl)cc3)cs2)c1C,21µM*,?,5%
O=C(C(=O)N(Cc1ccccc1)Cc1ccccc1)c1c(-c2ccccc2)[nH]c2ccccc12,10µM*,21µM*,/
COc1ccc(NS(=O)(=O)c2cc(NC(=O)/C=C/c3ccccc3OC)ccc2N2CCCCC2)cc1,8%,9%,3%
CCCSc1ncc(Cl)c(C(=O)Nc2c(C(=O)Nc3ccccc3)oc3ccccc23)n1,-29%,-8%,2%
O=C(CSc1nnc(-c2cccs2)o1)NCC1CN(Cc2ccccc2)CCO1 (stereo not given),-21%,?,-2%
O=C1[C@H](Cc2ccccc2)NCCCC[C@@H](c2ccc(Cl)cc2)N1Cc1ccccc1,18µM*,13µM*,/
COC(=O)c1c(NC(=O)C(C)(C)C)sc2c1C(C(=O)OC)CC2 (stereo not given),2%,?,-6%
O=C(COC(=O)c1ccc(=O)[nH]c1)Nc1cccc(S(=O)(=O)N2CCOCC2)c1,-10%,-4%,3%
CCS(=O)(=O)N1CCN(Cc2ccncc2)CC1,-14%,-16%,-3%
CCOC(=O)c1c(NC(=O)C2C3CCC(O3)C2C(=O)O)sc2c1CCC(CC)C2 (stereo not given),-17%,-18%,3%
Cc1ccc(C2(C)NC(=O)N(CC(=O)Nc3ccccc3N3CCCC3)C2=O)cc1 (stereo not given),-7%,?,-5%
CCOc1cc(C(=O)OCC(=O)Nc2c(C)cccc2C)ccc1OCC(=O)N1CCOCC1,10%,-22%,3%
COC(=O)[C@]1(C)N[C@H](CN(C)C(=O)Nc2ccc(OC)cc2)[C@@H]2C(=O)N(C)C(=O)[C@@H]21,-2%,6%,2%
CN1CCN(CCC(=O)Nc2ccc(Cl)cc2)CC1,12%,3%,2%
Cc1c(C(=O)OC(C)C(C)C[N+](C)(C)C)oc2ccccc12 (stereo not given),?,?,1%
O=C(O)CSc1nc2ccccc2c(=O)[nH]1,-1%,0%,3%
O=C(CC1SC(=O)N(c2ccccc2)C1=O)Nc1ccc(Cl)cc1 (stereo not given),7.3µM*,21µM*,3%
Cc1cccc(C)c1Nc1c(-c2ccc(N3CCOCC3)cc2)nc2cnccn12,?,18µM*,5%
Cc1nn(-c2nc(-c3ccccc3)cc(C(F)(F)F)n2)c(C)c1Cl,?,?,0%
O=C(OCc1ccccc1)c1cccnc1,?,9.4µM*,/
COc1ccc2c(c1)-c1nc(-n3ncc(C(=O)N(C)CC4CCCN(C)C4)c3C)ncc1CC2 (stereo not given),?,?,/
CCOc1cc(OCC)cc(C(=O)N2CCC[C@@H]2C(=O)N2CCC[C@@H]2C(=O)NCc2ccccc2Cl)c1,-10%,-16%,/
CCOc1ccc(NC(=O)CN(C)C(=O)c2cc([N+](=O)[O-])ccc2N2CCCCC2)cc1OCC,?,-28%,/
# The listing continues:
SMILES,DT40 TDP1 CPT,TDP1 cell noCPT,TDP1 block
Cc1ccccc1Cn1cc(NC(=O)c2cc3nc(-c4ccco4)cc(C(F)(F)F)n3n2)cn1,?,?,4%
CCCc1cc(-c2nc(N)ncc2-c2ccc3c(c2)OCCCO3)c(O)cc1OC,?,26µM*,10%
Clc1cccc(CSc2ccc(-c3ccco3)nn2)c1,0%,-17%,-3%
N#Cc1ccc(C(=O)Nc2nnc(-c3ccccn3)o2)cc1,?,?,3%
Cc1ccccc1C(=O)Nc1nnc(-c2ccco2)o1,21µM*,18µM*,11%
O=C(NN=C1CCCC1)c1ccc(Br)cc1,2%,-23%,/
O=C(NCc1cnc2ccccn12)C1CCC(=O)N(Cc2ccccc2F)C1 (stereo not given),-7%,0%,4%
COc1ccc(NC(=O)C2Cc3ccccc3N2C(=O)c2ccccc2)cc1OC (stereo not given),-29%,-7%,1%
COc1ccc(N(CC(=O)N2CCOCC2)S(C)(=O)=O)cc1OC,3%,21%,3%
COc1ccc(OCCn2cncn2)cc1,-11%,1%,-1%
N#Cc1ccc(NC(=O)COC(=O)c2ccc(F)c(S(=O)(=O)N3CCOCC3)c2)cc1,18%,12%,0%
Cc1ccc2nc(-c3ccc(NC(=O)CN(c4ccccc4C)S(C)(=O)=O)cc3)sc2c1,21µM*,15µM*,5%
Nc1nnnn1/N=C\c1ccc(Cl)c([N+](=O)[O-])c1,?,?,4%
Cc1nc(NC(=O)c2ccc(Br)o2)sc1C,?,?,6%
O=C(/C=C/c1ccc(OC(F)F)cc1)OCC(=O)N1CCC(c2ccccc2)=N1,?,?,1%
CCCS(=O)(=O)N1CCC(C(=O)N2CCOCC2)CC1,-8%,-9%,-3%
CC(C)NC(=O)c1noc2cc([N+](=O)[O-])ccc12,3%,1%,2%
NS(=O)(=O)c1ccc(CCNCC(=O)NCc2ccccc2Cl)cc1,1%,19%,/
NNC(=O)c1cn2ccccc2n1,-3%,5%,3%
CC(C)CCc1noc(CN2CCC(CCN3CCCC3=O)CC2)n1,-6%,-25%,4%
CN1C[C@@H]2[C@@H]3C(=O)N(Cc4ccccc4)C(=O)[C@@H]3[C@](Cc3ccccc3)(C1=O)N2C(=O)c1ccc(Cl)c(Cl)c1,?,?,/
O=C1c2oc3ccccc3c(=O)c2C(c2ccccc2F)N1Cc1ccc2c(c1)OCO2 (stereo not given),-25%,?,4%
O=C(C[n+]1ccc(C(=O)NCc2ccccc2)cc1)c1ccc(F)cc1,-3%,-19%,/
O=C(CC(=O)OCc1ccccc1)OCc1ccccc1,-16%,-1%,/
O=C(CSc1nnc(CNC(=O)c2c(F)cccc2Cl)o1)NCc1ccc(F)cc1,?,-33%,6%

# Five of these compounds, reformatted.
# Values in the order: DT40 TDP1 CPT | TDP1 cell noCPT | TDP1 block
> COc1ccc(NC(=O)C2Cc3ccccc3N2C(=O)c2ccccc2)cc1OC (stereo not given)
  -29% | -7% | 1%
> COc1ccc(N(CC(=O)N2CCOCC2)S(C)(=O)=O)cc1OC
  3% | 21% | 3%
> COc1ccc(OCCn2cncn2)cc1
  -11% | 1% | -1%
> N#Cc1ccc(NC(=O)COC(=O)c2ccc(F)c(S(=O)(=O)N3CCOCC3)c2)cc1
  18% | 12% | 0%
> Cc1ccc2nc(-c3ccc(NC(=O)CN(c4ccccc4C)S(C)(=O)=O)cc3)sc2c1
  21µM* | 15µM* | 5%

# 5 compounds out of the list, ordered by formula weight, lowest first.
SMILES,DT40 TDP1 CPT,TDP1 cell noCPT,TDP1 block
NNC(=O)c1cn2ccccc2n1,-3%,5%,3%
Nc1nnnn1/N=C\c1ccc(Cl)c([N+](=O)[O-])c1,?,?,4%
O=C(NN=C1CCCC1)c1ccc(Br)cc1,2%,-23%,/
CCCS(=O)(=O)N1CCC(C(=O)N2CCOCC2)CC1,-8%,-9%,-3%
NS(=O)(=O)c1ccc(CCNCC(=O)NCc2ccccc2Cl)cc1,1%,19%,/

# More structures
SMILES,DT40 TDP1 CPT,TDP1 cell noCPT,TDP1 block
COc1ccc(-c2cc(C(F)(F)F)n3nc(C(=O)N4CCCCC4)cc3n2)cc1OC,18µM*,18µM*,-2%
CC(=O)c1cccc(NC(=O)C(C)OC(=O)CN2C(=O)NC(C)(C)C2=O)c1 (stereo not given),-10%,-5%,0%
O=C1NC(=Nc2ccccc2)SC1(CO)CO,-9%,-1%,/
Cc1ccc(Cc2c(-c3cccc(Br)c3)nc3c(Cl)cc(C(F)(F)F)cn23)cc1,1%,16µM*,/
CN(C)CCN1CCN(c2cc(-c3cccc(Cl)c3)nc3ccnn23)CC1,-95%,?,/
CC[C@@H]1C/C=C\Cc2ccccc2[C@@H](C(=O)C[C@@H](O)CC(C)=O)OC1=O,8%,-13%,1%
O=C(NCc1ccccc1)c1ccc(S(=O)(=O)NCc2ccco2)cc1,-1%,-7%,2%
CC(=O)Nc1ccc(NC(=O)CSc2nnc3ccc(-c4ccccn4)nn23)cc1,-18%,-23%,0%
CC(=O)Nc1ccc(/C=C/C(=O)c2ccc3c(c2)OCCO3)cc1,?,?,6%
Cn1c2ccccc2c2nnc(SC3CCOC3=O)nc21 (stereo not given),4%,2%,1%
CC(C)(O)C#Cc1ccc(CN2CCN(C3CCCC3)C(CCO)C2)cc1 (stereo not given),-3%,-11%,0%
CCOC(=O)C1CCCN(S(=O)(=O)c2cccc3nsnc23)C1 (stereo not given),-23%,4%,2%
O=C(COc1ccccc1)N/N=C/c1ccc(O[C@@H]2O[C@H](CO)[C@@H](O)[C@H](O)[C@H]2O)cc1,-4%,7%,0%
Cc1cccc(NC(=O)CSc2nnnn2C)n1,-9%,-13%,-4%
Cc1ccsc1CNn1cnnc1SCc1ccccc1F,12%,-17%,9%
CCOc1ccc(Cl)cc1-c1cc(C(=O)NCC2CCCCC2)[nH]n1,4.1µM*,6.5µM*,/
Cc1cccc(NC(=S)NNC(=O)COc2ccc(Cl)cc2Cl)c1,7%,-14%,1%
O=C(O)c1ccccc1NC(=O)C1CCN(S(=O)(=O)c2cccc3nsnc23)CC1,-20%,16µM*,5%
COc1ccc(NC(=O)C2=C(C)Nc3nc(CCCO)nn3C2c2ccc(OC)c(OC)c2)cc1 (stereo not given),12%,-10%,4%
CCCCn1c(NC(=O)CC)c(C#N)c2nc3ccccc3nc21,-2%,-16%,3%
CC1CCN(C(=O)CN2CCSc3ccccc32)CC1,-28%,-28%,1%
CCCCC(=NCCc1c(C)[nH]c2ccccc12)C1=C(O)CC(c2ccccc2)CC1=O (stereo not given),5.8µM*,5.2µM*,5%
CCn1c(CNC(=O)c2cccnc2)cc2ccccc21,-18%,?,3%
CC(=O)c1ccc(S(=O)(=O)Nc2cccc(-c3ccc(N4CCCCCC4)nn3)c2)cc1,-19%,-22%,3%
Cc1ccc2oc(=O)c3cnn(CC(=O)Nc4ccc(Br)cc4C)c3c2c1,4%,-12%,6%
# Later entries:
SMILES,DT40 TDP1 CPT,TDP1 cell noCPT,TDP1 block
COC(=O)[C@H]1C[C@@H]1[C@H](NC(=O)[C@H]1C[C@@H]1[C@H](NC(=O)OCc1ccccc1)c1ccccc1)c1ccccc1,?,?,-4%
CCCCOC(=O)c1ccc(Nc2nc3ccc(C)cc3n3cnnc23)cc1,-1%,-22%,-6%
CCCOc1cccc(C2C(C(=O)c3ccc(C)o3)=C(O)C(=O)N2c2nc(C)c(C(C)=O)s2)c1 (stereo not given),?,23µM*,10%[56.1 µM]
CCCC(CCC(=O)Nc1ccc(C(=O)OCC)cc1)C(=O)O (stereo not given),-9%,-13%,2%
O=C(COC(=O)c1ccccc1)c1ccc(Br)cc1,?,-14%,0%
COc1ccc(NC(=O)c2sc(NC(=O)COc3ccccc3)nc2C)cc1,-26%,?,-2%
COc1ccc2cc(C=O)n(C)c2c1,-4%,3%,0%
Cc1ccc(C(=O)O/N=C(\N)c2ccccn2)cc1C,?,-14%,/
COc1ccc(C(=O)C2CCCN(C(=O)/C=C/c3cnc[nH]3)C2)c(C)c1 (stereo not given),-23%,-24%,3%
C=CCn1c(SCC(=O)Nc2ccccc2OC)nc(O)c(CC)c1=O,?,-1%,2%
COc1ccccc1C(=O)Nc1ccc(S(=O)(=O)Nc2cc(C)on2)cc1,13%,-10%,0%
S=C(NCC1CCCO1)Nc1cccc2ccccc12 (stereo not given),1%,-15%,-6%
CCn1ncc(C2=NOC(C(=O)Nc3cc(OC)c(Cl)cc3OC)C2)c1C (stereo not given),?,?,4%
O=C(Nc1ncccn1)c1ccc([N+](=O)[O-])o1,?,?,4%
CC(C)n1nnnc1C1c2ccccc2C(=O)N1CCc1ccccc1F (stereo not given),0%,?,/
CCOC(=O)C1CCCN(C2CC(=O)N(c3ccc(C)cc3)C2=O)C1 (stereo not given),-4%,-23%,5%
COc1cc(NC(=O)c2cccs2)c(OC)cc1NC(=O)CCn1nnc2ccccc21,?,?,7%
Cc1cc(C)c(C)c(S(=O)(=O)N2CCN(C(=O)C3CCC3)CC2)c1C,-27%,?,/
Cc1ccc(-n2nc3c(c2NC(=O)/C=C\c2ccc4c(c2)OCO4)CSC3)cc1,?,18µM*,1%
COc1cc(-c2nc(-c3ccccn3)no2)cc(OC)c1OC,?,?,-4%
COc1ccc(S(=O)(=O)Oc2ccc3ccccc3c2)cc1,16µM*,29µM*,/
COC(=O)COc1nc(C)c2c(c1C#N)CC(C)(C)OC2,1%,?,-2%

# Compound activity as filed in PubChem BioAssay.
